# Screening results from PubChem.
# Bcl-B displacement = displacers of TR3 peptide from Bcl-B, primary screen, selectivity assay for Bfl-1 inhibitor project, biochemical, fluorescence polarization; FP displacement of FITC-TR3 peptide from Bcl-B; higher % means a stronger effect; displacement, % at 20 µM, or IC50 in µM where a hit was titrated; hit rate 0.11% among 96,000; AID 748;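 active means displacement above 50% at 20 µM plus a fluorescence interference ratio under 1.5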;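 further: plate controls were wells without compound for no effect and wells lacking Bcl-B protein for full effect; a part of the inactive calls stands beside numbers as strong as those of hits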
# IL1B NFkB inh = blocks IL-1B driven NFkB nuclear translocation in HUVEC cells; HUVEC IL-1B NFkB p65 nuclear translocation imaging; inhibition, % at 2 µM; hit rate 0.43% among 94,000;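 active means inhibition above about 30% together with a positive call from visual inspection of the well image, limit read from the data; inconclusive means inhibition above a set limit but visual check negative; inactive means inhibition not above a set limit, visual check negative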;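 further: nuclear over cytoplasmic p65 intensity ratio measured by imaging; 0% = IL-1B stimulated DMSO wells and 100% = unstimulated DMSO wells; values of inactives mirror those of a sister screen read the other way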
# NFkB transloc pot = enhances IL-1B driven NFkB nuclear translocation. HUVEC IL-1B NFkB p65 nuclear translocation imaging. activation, % at 2 µM. hit rate 0.3% among 94,000. AID 819;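 active means activation above 40%, about the mean plus 3 SD, also judged a hit on visual image review; inconclusive means activation above 40% but not a hit on visual review; inactive means activation not above 40% and no visual hit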;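 further: percent activation is computed from the nuclear over cytoplasmic p65 intensity ratio; values of inactives mirror those of a sister screen read the other way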
# MRP resist rev = compounds reversing MRP-mediated drug resistance. differential viability (reversal), % at 10 µM. hit rate 0.04% among 85,000. H69AR cells + 2 uM doxorubicin, CellTiter-Glo, 72 h;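 active means viability drop by adding the cancer drug above about 55%, with treated viability meeting a 40% cutoff, limit read from the data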;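 further: viability without doxorubicin minus viability with 2 µM doxorubicin for each compound; larger differential means the compound sensitizes cells more to doxorubicin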
# PLAP inhibition = inhibition of human placental alkaline phosphatase – biochemical, luminescence, HTS (AID 690). purified PLAP, luminescent substrate; higher % means a stronger effect. inhibition, % at 20 µM, or IC50 in µM where a hit was titrated. hit rate 0.08% among 96,000; in the data active means a potency from the dose series; inactive means the rest, 99 in 100 with inhibition below about 30%; further: strong numbers were not always called active
# MRP resist rev cytotoxicity = further read-out of MRP resist rev, marked with its call; viability, %; H69AR cells, CellTiter-Glo, 72 h; measured here: cytotoxicity without doxorubicin
# MRP resist rev with doxorubicin = second read-out of MRP resist rev, no call of its own (marks repeat the call); viability, %; measured here: viability with 2 uM doxorubicin; stronger effect = lower value
# IL1B NFkB inh cell count 2 µM = recorded beside IL1B NFkB inh, whose call it bears; cell count; measured here: cells passing quality filter;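 raw number of nuclei counted in each imaged well without normalization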
# NFkB transloc pot cell count 2 µM = second read-out of NFkB transloc pot, no call of its own (marks repeat the call); cell count; measured here: cells passing quality filter
# Starred values were filed as active, the others as inactive; ? = inconclusive; . = no result given. Not all compounds are listed. The share of hits here may be higher or lower than overall.
SMILES,Bcl-B displacement,IL1B NFkB inh,IL1B NFkB inh cell count 2 µM,NFkB transloc pot,NFkB transloc pot cell count 2 µM,MRP resist rev,MRP resist rev cytotoxicity,MRP resist rev with doxorubicin,PLAP inhibition
CCc1ccc(C(=O)COC(=O)CNC(=O)CNC(=O)Cc2ccccc2)cc1,7%,-1,58,1,58,.,.,.,-6%
Cn1c(SCc2ccc(F)cc2)nnc1-c1ccccn1,-5%,4,155,-4,155,.,.,.,18%
Cc1sc(NC(=O)C2CCCCC2C(=O)O)c(C(N)=O)c1-c1ccc(C(C)(C)C)cc1 (configuration not stated),-8%,1,114,-1,114,.,.,.,-31%
CCc1c(C)sc2nc(SCC(=O)Nc3cc(C)on3)n(CCOC)c(=O)c12,10%,-8,54,9,54,-11,70,81,7%
O=C(NCc1cccnc1)c1sc2ccccc2c1Cl,0%,0,195,0,195,.,.,.,-14%
C=CCNc1nc(N2CCCC2)nc2ccccc12,-1%,11,157,-11,157,-3,61,64,36%
CC(C)=C1C(=O)NN(c2ccc(F)c(Cl)c2)C1=O,0%,1,129,-1,129,.,.,.,-1%
CCC1=NN(C(=O)C(=O)NCCc2ccccc2)C(O)(C(F)(F)F)C1 (configuration not stated),-1%,-10,216,10,216,.,.,.,-26%
Cc1ccnc(SCCn2c(N3CCOCC3)nc3c2c(=O)n(C)c(=O)n3C)n1,.,4,62,-4,62,20,88,68,.
COc1ccc(-c2noc(C3CCCN(C(=O)CCc4ccccc4)C3)n2)cc1 (configuration not stated),-2%,-44,151,?,.,6,93,87,-57%
COc1ccccc1N1CCN(C(c2cccs2)C(C)NS(=O)(=O)c2ccccc2)CC1 (configuration not stated),-1%,.,.,.,.,1,86,85,-52%
COCCC(=O)NC12CC3CC(CC(C3)C1)C2,-4%,-6,135,6,135,9,110,102,-5%
Cn1c(=O)c2c(nc(SCC(=O)c3cccs3)n2Cc2ccc(F)cc2)n(C)c1=O,-6%,5,192,-5,192,-2,80,83,16%
CC12CCC(C(=O)Nc3ccccc3Br)(C/C1=N\O)C2(C)C (configuration not stated),-2%,-6,145,7,145,9,96,87,0%
CC1CCCCN1C(=O)Cn1cc(C(=O)c2ccco2)c2ccccc21 (configuration not stated),-9%,-29,162,29,162,11,88,77,-49%
CCOC(=O)c1cc2n(c1N)-c1ccccc1C2=O,147%,-10,175,10,175,.,.,.,-5%
CC(C)C1Cc2c(sc3c2c(=O)n(-c2ccccc2)c2nncn32)CO1 (configuration not stated),.,10,92,-10,92,0,106,106,.
CCOC(=O)c1c(-c2ccc(C)o2)csc1NC(=O)CN1CCN(CC)CC1,2%,-11,134,11,134,-1,64,65,-40%
COc1cc(-n2c(C)nc3cc(C(=O)NCc4ccco4)ccc32)cc(OC)c1OC,-6%,1,127,-1,127,0,81,81,-14%
CCCCCCC1CC(CSc2ncn[nH]2)OC1=O (configuration not stated),-1%,17,101,-17,101,1,95,94,-245%
O=C(COc1ccc(S(=O)(=O)NC2CCCCC2)cc1)NCCC1=CCCCC1,.,-19,107,19,107,8,66,58,.
Cc1cccc(N(CC(=O)N2CCCC2)S(=O)(=O)c2ccccc2)c1,-4%,4,147,-4,147,16,102,85,-47%
CSc1ccc(C2Nc3ccccc3-c3cc(C)nn32)cc1 (configuration not stated),0%,12,177,-12,177,17,97,81,25%
CCC(C)NC(=O)C1c2ccccc2C(=O)N1Cc1cc(OC)ccc1OC (configuration not stated),3%,-2,173,2,173,1,97,96,3%
CCOc1cc(C)c(S(=O)(=O)Nc2ccc(F)cc2)cc1C,1%,-4,152,4,152,1,58,57,6%
CCOC(=O)Cc1c(C)nc2cc(-c3ccc(Cl)cc3)[nH]n2c1=O,-2%,-24,116,24,116,5,104,100,6%
O=C(NCCc1ccccc1)C1CCN(S(=O)(=O)c2cccc3nsnc23)CC1,1%,-2,167,2,167,3,96,93,-2%
CCOC(=O)C(Cc1ccccc1)C(=O)Nc1ccccc1C (configuration not stated),-6%,-3,133,3,133,.,.,.,0%
CCCSc1nnc(-c2cnn(-c3ccccc3)c2-n2cccc2)n1C,4%,1,88,-1,88,26,89,63,-11%
COc1cc(C2SCC(=O)N2c2nnc(C34CC5CC(CC(C5)C3)C4)s2)cc(OC)c1OC (configuration not stated),0%,-6,109,6,109,.,.,.,-65%
O=C(N/N=C/c1ccc(Cl)cc1Cl)C1CCN(c2ncc(C(F)(F)F)cc2Cl)CC1,-5%,-1,127,1,127,.,.,.,24%
COc1ccc(Nc2cccccc2=O)cc1,-2%,3,114,-3,114,.,.,.,2%
CCOC(=O)CSc1nc2ccccc2c(=O)n1CCCCCC(=O)NCc1ccco1,1%,-13,106,13,106,21,94,73,-5%
COC(=O)c1ccc(Cn2nc(C)c(Cl)c2C)o1,-12%,-8,103,8,103,4,96,91,-24%
COc1ccc(Cn2c(SCC(=O)NCc3ccco3)nc3ccsc3c2=O)cc1,0%,-9,153,9,153,22,106,84,4%
O=C1C2CC=C(Cl)CC2C(=O)N1CCc1c[nH]c2ccccc12 (configuration not stated),-2%,-2,102,1,102,.,.,.,6%
CCN(CC)N=Nc1[nH]nc2nc(C)cc(C)c12,-2%,-9,119,9,119,.,.,.,-23%
Cc1nc(=O)c(-c2ccccc2)c(C)n1-c1ccc(O)cc1,5%,2,162,-2,162,3,128,125,3%
CCOC(=O)c1c(C)c(C(=O)N2CCN(C(=O)c3ccco3)CC2)c(C)n1C,4%,10,168,-10,168,-9,94,103,-26%
Cc1cccc2cc(C(c3nnnn3CC3CCCO3)N3CCOCC3)c(=O)[nH]c12 (configuration not stated),-10%,0,103,0,103,-5,84,89,-10%
CCCSc1nnc(Cc2cc(=O)[nH]c(=O)[nH]2)n1-c1cc(C)ccc1C,11%,-2,176,2,176,5,95,90,-22%
Fc1ccc(CN2CCCCCCC2)cc1,-2%,.,.,.,.,2,91,89,25%
Oc1oc(-c2ccco2)nc1C=Nc1cccc(Cl)c1,1%,.,.,.,.,-18,78,97,24%
Cc1sc(NC(=S)NC(=O)c2ccccc2)c(C#N)c1C,.,8,80,-7,80,5,64,59,.
CCOC(=O)CSc1nncc2ccc(OC)c(OC)c12,-3%,-8,129,8,129,1,90,89,11%
CCCCOC(=O)Nc1nccs1,.,-9,142,9,142,-3,104,107,.
O=C1c2ccccc2C2=Nc3ccccc3SC(c3ccccc3F)C12 (configuration not stated),1%,-10,160,10,160,.,.,.,-4%
CCOC(=O)Cc1c(C)nc2c(C#N)c[nH]n2c1=O,-4%,-8,120,9,120,-7,98,104,-1%
Cc1ccc(O)c(CNn2cnnc2)c1,.,-15,150,15,150,8,99,90,.
C=CCc1cc(Cl)ccc1OCCN(C)C,7%,-3,25,3,25,.,.,.,-12%
O=C(Nc1nccs1)C1CC(=O)N(c2ccccc2Cl)C1 (configuration not stated),6%,0,94,0,94,0,93,93,1%
CCCCNC(=O)Cn1c2c(c(-c3ccccc3Cl)cc1=O)CCC2,17%,-21,205,21,205,0,96,96,-53%
CCOC(=O)CC(=O)CSc1ccc2nnc(-c3cccc(F)c3)n2n1,-7%,14,133,-14,133,-8,67,76,-19%
Cn1c(=O)[nH]c(=O)c2c1nc(SCCN1CCCCC1)n2CCCc1ccccc1,2%,.,.,.,.,1,84,83,-74%
Cc1cccn2c(=O)c3cc(C(=O)NCCc4ccccc4)c(=N)n(CCCn4ccnc4)c3nc12,35%,0,160,8,139,.,.,.,-36%
CC1CCCCN1C(=O)c1ccc(S(=O)(=O)N2CCCCC2C)cc1 (configuration not stated),-4%,-11,113,11,113,-18,53,72,-20%
CCCC1OC23CCCCC2C(C#N)(C(=N)O3)C1(C#N)C#N (configuration not stated),2%,-6,142,6,142,-19,22,40,6%
CC1CN(C(=O)c2ccc(COCC(F)(F)F)o2)CC(C)O1 (configuration not stated),-2%,-12,127,12,127,-1,102,103,-5%
O=C(Cc1ccc(Br)cc1)Nc1ccccc1Sc1ccccc1,-7%,-20,128,20,128,.,.,.,15%
O=C(NCC1CCCO1)c1ccc2c(=O)n(CC3CCCO3)c(=S)[nH]c2c1 (configuration not stated),-4%,1,154,-1,154,-8,81,90,-4%

# No new results follow: entries from further up.
SMILES,Bcl-B displacement,IL1B NFkB inh,IL1B NFkB inh cell count 2 µM,NFkB transloc pot,NFkB transloc pot cell count 2 µM,MRP resist rev,MRP resist rev cytotoxicity,MRP resist rev with doxorubicin,PLAP inhibition
CCCC1OC23CCCCC2C(C#N)(C(=N)O3)C1(C#N)C#N (configuration not stated),2%,-6,142,6,142,-19,22,40,6%
CC1CN(C(=O)c2ccc(COCC(F)(F)F)o2)CC(C)O1 (configuration not stated),-2%,-12,127,12,127,-1,102,103,-5%
O=C(Cc1ccc(Br)cc1)Nc1ccccc1Sc1ccccc1,-7%,-20,128,20,128,.,.,.,15%
O=C(NCC1CCCO1)c1ccc2c(=O)n(CC3CCCO3)c(=S)[nH]c2c1 (configuration not stated),-4%,1,154,-1,154,-8,81,90,-4%

# The listing continues:
SMILES,Bcl-B displacement,IL1B NFkB inh,IL1B NFkB inh cell count 2 µM,NFkB transloc pot,NFkB transloc pot cell count 2 µM,MRP resist rev,MRP resist rev cytotoxicity,MRP resist rev with doxorubicin,PLAP inhibition
CC(=O)Nc1nnc(-c2ccc(Cl)s2)o1,3%,7,181,-7,181,4,94,90,-7%
O=C(Nc1cccc2ccccc12)N1CCN(Cc2ccc3c(c2)OCO3)CC1,-2%,-1,199,1,199,-6,70,76,-111%
CCOc1ccccc1NC(=O)CSc1nnc(-c2ccco2)o1,-10%,8,192,-8,192,.,.,.,-10%
CC1CN(C(=O)N(C)C)CCN1C(=O)N(C)C (configuration not stated),-2%,.,.,.,.,-5,97,102,12%
O=C(Nc1cc(=O)c2ccccc2o1)N1CCCCC1,-7%,.,.,.,.,0,94,94,-5%
CC1Cc2ccccc2N1C(=O)CSc1nnc(CNc2ccccc2)o1 (configuration not stated),2%,-11,153,11,153,23,89,65,9%
CCOC(=O)c1cnc(SC)nc1Nc1cccc(F)c1,5%,5,114,-5,114,-23,81,105,5%
COc1ccc(NC(=O)CSc2nnc(Cc3cccn3C)n2-c2ccc(C)cc2)cc1OC,-9%,.,.,.,.,-10,75,85,-5%
CCC(CC)NC(=O)c1cc(OC)c(OC)c(OC)c1,-4%,.,.,.,.,9,83,74,4%
CCOc1cc(/C=N/NC(=O)COc2ccccc2C)ccc1OC(=O)c1cccs1,-6%,-4,105,4,105,.,.,.,-35%

# Fetched one by one from above, five records:
SMILES,Bcl-B displacement,IL1B NFkB inh,IL1B NFkB inh cell count 2 µM,NFkB transloc pot,NFkB transloc pot cell count 2 µM,MRP resist rev,MRP resist rev cytotoxicity,MRP resist rev with doxorubicin,PLAP inhibition
C=CCc1cc(Cl)ccc1OCCN(C)C,7%,-3,25,3,25,.,.,.,-12%
CCOC(=O)c1c(-c2ccc(C)o2)csc1NC(=O)CN1CCN(CC)CC1,2%,-11,134,11,134,-1,64,65,-40%
O=C(NCC1CCCO1)c1ccc2c(=O)n(CC3CCCO3)c(=S)[nH]c2c1 (configuration not stated),-4%,1,154,-1,154,-8,81,90,-4%
CCOC(=O)CSc1nncc2ccc(OC)c(OC)c12,-3%,-8,129,8,129,1,90,89,11%
CC1CCCCN1C(=O)Cn1cc(C(=O)c2ccco2)c2ccccc21 (configuration not stated),-9%,-29,162,29,162,11,88,77,-49%

# 3 entries out of the list above, arranged by the value under PLAP inhibition, rising:
compound	PLAP inhibition
O=C(Nc1cccc2ccccc12)N1CCN(Cc2ccc3c(c2)OCO3)CC1	-111%
CCC(CC)NC(=O)c1cc(OC)c(OC)c(OC)c1	4%
CC1CN(C(=O)N(C)C)CCN1C(=O)N(C)C (configuration not stated)	12%
